Pf Dd2 growth = qHTS Primary assay for Inhibitors of Plasmodium falciparum Dd2 growth in vitro. Potency, µM (titrated, usually from 28.9 µM), inactives show at the highest dose activity, negative = inhibition, most hits filed as inhibitors. P. falciparum Dd2 growth, SYBR Green, 72 h. 120,000 tested, 4.3% active; active = well fitted inhibition curve with a large enough effect; inconclusive = small, poorly fitted or top-dose-only effect; inactive = no such curve, though single readings can be large or run the other way;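 note: plate controls were DMSO vehicle for no effect and reference drug for full effect; nearly all actives have a fitted effect of over 65% in size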
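Infected erythrocytes (Dd2, 0.3% parasitemia, 2.5% hematocrit final) are added to compound in RPMI-1640/Albumax II medium, grown 72 h at 37C in low oxygen, then lysed with saponin/Triton-X containing SYBR Green and read by fluorescence.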
Active calls of the source: *; i = inactive; ? = inconclusive; [ ] = another dose, or the depositor's remark. Potency is the fitted concentration of half-maximal effect. A portion of the library. The share of hits here may be higher or lower than overall.

SMILES | Pf Dd2 growth
COCC(=O)N1CC(C(=O)NCCc2ccccn2)C2(CCOCC2)C1 (stereo not drawn) | 4%
CC(C)c1ccc(S(=O)(=O)c2cnc(SCC(=O)Nc3ccc(F)cc3F)nc2N)cc1 | 11%
O=C(CC[C@H]1NC(=O)c2ccccc2NC1=O)NCCCc1nnc2ccccn12 | -13%
COc1ccc(OC)c(-c2n[nH]c3c2CC(=O)N(Cc2ccccc2)C3)c1 | i
O=C1Nc2ccc(-c3ccc4c(c3)OCO4)cc2C(=O)N2CCN(C(=O)NC3CCCCC3)C[C@H]12 | ?
Cc1ccc(NC(=O)O[C@@H]2CC[C@]3(C)C(CC[C@@H](O)[C@H]3CC(=O)N3CCCC3)[C@]2(C)CO)cc1 (stereo partly drawn) | i
CCCn1c(=O)c2sccc2n2c(CCCC(=O)N3CCN(c4cccc(C)c4C)CC3)nnc12 | -9%
CS(=O)(=O)N1CCCNCCNC(=O)CC1c1ccccc1 (stereo not drawn) | i
CCOc1ccc(CN2CCN(c3nc4ccccc4o3)CC2CCO)cc1 (stereo not drawn) | -10%
COc1ccc(C(=O)Cn2c(=O)c(-c3cc(C)ccc3NC(C)=O)nc3ccccc32)cc1 | -15%
COc1cc2c(cc1OC)C(COc1ccc(F)cc1)N(C(=O)c1ccc(S(=O)(=O)N3CCCC3)cc1)CC2 (stereo not drawn) | ?
CCC1CCCCN1C(=O)CSc1nc2c([nH]c3ccccc32)c(=O)n1-c1cccc(OC)c1 (stereo not drawn) | -11%
O=C(Nc1ccccc1)N1CCc2nc(-c3ccc(Cl)cc3)nc(-c3ccccc3)c2C1 | i
c1cc(-c2cc(-c3cn[nH]c3)c3cncn3c2)cc(N2CCOCC2)c1 | -15%[44.1 µM]
COCc1ccc2c(c1)c(OC(C)(C)C(=O)NCCc1cnc[nH]1)nn2Cc1ccccc1 | ?
COc1ccc(C2=NOC3(CCCN([S+](=O)([O-])c4ccccc4)C3)C2)cc1 (stereo not drawn) | 1%
COc1ccc(C2(C(=O)N3CCCOCCNC(=O)[C@@H]4CCC[C@@H]43)CC2)cc1 | 3%
COc1ccc(C2Cn3cnc(-c4nc(-c5ccsc5)no4)c3CO2)cc1 (stereo not drawn) | ?
COc1cc(NC(=O)Cn2c(=O)cc(C)c3c(C)nn(-c4ccc(C)cc4)c32)cc(OC)c1 | 36%[activator]
Cc1cc(CNC(=O)[C@@H]2CCC[C@@H](NC(=O)C3CCOCC3)CN(C)C(=O)C2)no1 | 24%[44.1 µM]

Taken from the listing for reference:
SMILES | Pf Dd2 growth
COCC(=O)N1CC(C(=O)NCCc2ccccn2)C2(CCOCC2)C1 (stereo not drawn) | 4%
CC(C)c1ccc(S(=O)(=O)c2cnc(SCC(=O)Nc3ccc(F)cc3F)nc2N)cc1 | 11%
O=C(CC[C@H]1NC(=O)c2ccccc2NC1=O)NCCCc1nnc2ccccn12 | -13%
COc1ccc(OC)c(-c2n[nH]c3c2CC(=O)N(Cc2ccccc2)C3)c1 | i
O=C1Nc2ccc(-c3ccc4c(c3)OCO4)cc2C(=O)N2CCN(C(=O)NC3CCCCC3)C[C@H]12 | ?
Cc1ccc(NC(=O)O[C@@H]2CC[C@]3(C)C(CC[C@@H](O)[C@H]3CC(=O)N3CCCC3)[C@]2(C)CO)cc1 (stereo partly drawn) | i
CCCn1c(=O)c2sccc2n2c(CCCC(=O)N3CCN(c4cccc(C)c4C)CC3)nnc12 | -9%
CS(=O)(=O)N1CCCNCCNC(=O)CC1c1ccccc1 (stereo not drawn) | i
CCOc1ccc(CN2CCN(c3nc4ccccc4o3)CC2CCO)cc1 (stereo not drawn) | -10%
COc1ccc(C(=O)Cn2c(=O)c(-c3cc(C)ccc3NC(C)=O)nc3ccccc32)cc1 | -15%
COc1cc2c(cc1OC)C(COc1ccc(F)cc1)N(C(=O)c1ccc(S(=O)(=O)N3CCCC3)cc1)CC2 (stereo not drawn) | ?
CCC1CCCCN1C(=O)CSc1nc2c([nH]c3ccccc32)c(=O)n1-c1cccc(OC)c1 (stereo not drawn) | -11%
O=C(Nc1ccccc1)N1CCc2nc(-c3ccc(Cl)cc3)nc(-c3ccccc3)c2C1 | i
c1cc(-c2cc(-c3cn[nH]c3)c3cncn3c2)cc(N2CCOCC2)c1 | -15%[44.1 µM]
COCc1ccc2c(c1)c(OC(C)(C)C(=O)NCCc1cnc[nH]1)nn2Cc1ccccc1 | ?
COc1ccc(C2=NOC3(CCCN([S+](=O)([O-])c4ccccc4)C3)C2)cc1 (stereo not drawn) | 1%

(listing goes on)
SMILES | Pf Dd2 growth
COc1ccc(-c2cn3nc(N4CCCC(C(=O)Nc5cc(C)cc(C)c5)C4)sc3n2)cc1 (stereo not drawn) | i
CC1=C[C@@H](CNC(=O)[C@@H]2CCCC[C@@H]2C(=O)O)[C@H](C(C)C)C[C@H]1Cc1nc2c(C)cccc2[nH]1 | ?
CC1CN(C(=O)Nc2ccc(C(=O)NCc3cccc(F)c3)cc2)c2ccccc2S1 (stereo not drawn) | 0%
Cc1c(Cl)cccc1-n1nc(C)c2c(C(=O)NCc3ccccc3)cc(C3CC3)nc21 | -25%
COc1ccc(C(=O)NCCc2noc(-c3ccccc3)n2)cc1F | i
COc1ccc(CN2CC3(CCN(S(=O)(=O)c4cc(F)ccc4F)CC3)C2=O)cc1 | i
Cc1cc(C(=O)Nc2c(C)nc3ccccn3c2=O)ccc1[N+](=O)[O-] | 9%
NC1CC(c2cc(N3CCN(c4nnc(C(F)(F)F)s4)CC3)ncn2)C1 (stereo not drawn) | -22%
CCOC(=O)C1CCN(C(=O)Cc2ccc(N(Cc3ccccc3)C(=O)c3ccco3)cc2)CC1 | 1.4µM*
CCc1ccc(CNC(=O)Cn2c(-c3cccs3)cc3cc(F)ccc32)cc1 | 19%
CCn1ncc(N2CCCC(CC(=O)NCCc3ccccc3)C2)cc1=O (stereo not drawn) | i
CC(C)NC(=O)N1CCOc2ccc(CCC(=O)NCCCN3CCOCC3)cc2C1 | -3%
O=C(NCc1ccnc2[nH]ccc12)c1cncc(Br)c1 | -11%[44.1 µM]
COc1ccc(NC(=O)N2C[C@@H]3C[C@H](C2)c2c(NC(=O)c4ccco4)ccc(=O)n2C3)cc1 | 17%
CN(C)CC(O)COc1ccc(CN2CCC(N3CCOC3=O)CC2)cc1 (stereo not drawn) | 14%
CN(C)c1ccc2ncc(Nc3ccccc3Cl)n2n1 | -16%[44.1 µM]
COc1ccc(Cn2c(CO)cnc2SCC(=O)Nc2ccc3c(c2)OCCO3)cc1 | -12%
CC1=C(C(=O)OC(C)C)C(c2ccc(C)cc2C)N2C(CC(=O)N3CCCC3)=CSC2=N1 (stereo not drawn) | ?
CCCN(CC1CCOC1)S(=O)(=O)c1ccccc1Br (stereo not drawn) | 18%[5.79 µM]
CCC(c1cccs1)N1C(=O)[C@H]2CN(S(=O)(=O)c3ccc(F)c(C)c3)C[C@H]2C1=O (stereo partly drawn) | 5%
Fc1ccc(C2Cn3nnc(-c4nc(-c5ccc(Cl)cc5)no4)c3CO2)cc1 (stereo not drawn) | i
COc1ccc(NC(=O)Cn2c(N(C)Cc3ccccc3)nc(C)cc2=O)cc1 | -25%
Cc1cc(=O)n(CC(=O)Nc2cccc(C)c2C)c(N(C)Cc2ccccc2)n1 | i
Cc1cc2oc(C(=O)Nc3cccc(-c4nc5ccccc5o4)c3)c(C)c2cc1C | ?
Cc1oc2ncn(CC(C)C)c(=O)c2c1C(=O)N1CCN(c2ccc(F)cc2)CC1 | -13%
Cc1ccc(-n2nc3c(=O)n(CCCC(=O)NC(C)c4ccccc4)nc(C)c3c2C)cc1 (stereo not drawn) | 10%
CC(C)(C)NC(=O)CN1C(=O)C(c2ccccc2)=NC12CCCCC2 | 28%
O=c1c2cnn(-c3ccc(F)cc3)c2ncn1Cc1ccccc1Cl | -15%
C=CCNC(=O)N[C@H]1CCN(C(=O)CC(C)(C)C)[C@@H]1C(=O)N(C)CC(N)=O | 23%[44.1 µM]
CCCSCCCNC(=O)C1CCN(C(=O)c2cc3sccc3n2C)CC1 | 14µM*
CCOC(=O)c1sc(NC(=O)C(C)Oc2ccc(OC)cc2)c(C(=O)OCC)c1C (stereo not drawn) | -23%
Cc1ccc(-c2nc3cccnc3s2)cc1NC(=O)C(C)C | -21%
Cn1nc(C(=O)NC2CCCc3c2[nH]c2ccccc32)c2ccccc2c1=O (stereo not drawn) | 7.1µM*
COCCn1c(=O)n([C@H]2CCCN(C(=O)c3ccn[nH]3)C2)c2ncccc21 | -12%
COc1cccc(C(=O)N2CCC3(CC2)NC(=O)N(c2cccc(F)c2)N3)c1OC | ?
COc1cc(OC)cc(C(=O)N2CCC(c3nc(C4CCOC4)no3)CC2)c1 (stereo not drawn) | ?
CN(C)c1cc(N2CCCC(NC(=O)c3ccsc3)C2)ncn1 (stereo not drawn) | ?
Cn1cccc1C(=O)N1CCCN(S(=O)(=O)c2ccccc2)CCC(=O)NCC1 | -11%
Cc1ccc(-c2nc3cc(NC(=O)Cc4ccc(Cl)cc4)ccc3o2)cc1 | 6%
O=C(Cc1ccc(F)cc1)NC1CCN(c2cn[nH]c(=O)c2)CC1 | -9%
CC(C)c1ccc(NC(=O)CN2C(=O)COc3ccc(S(=O)(=O)N4CCOCC4)cc32)cc1 | 26%
O=C(c1ccncn1)N1CC(F)(F)C[C@H]1c1nc(C2CC2)no1 | -24%
CCc1nncn1C1CCN(S(=O)(=O)c2ccc(C)c(Cl)c2)CC1 | i
COc1cccc(CNC(=O)c2ccc3c(c2)c(C)c(C)n3Cc2ccccc2)c1 | 1%
CCOc1ccc(CCNC(=O)c2c(C)oc3ncn(CC(C)C)c(=O)c23)cc1OCC | ?
CCN(CC)CCNC(=O)C1CCN(c2cc(C)nc3c(-c4ccc(Cl)cc4)c(C)nn23)CC1 | ?
COc1cccc2c1cc1c(=O)n(CC(=O)N3CCN(c4ccc(F)cc4)CC3)nc(C)n12 | 13%
O=C(NCc1cccs1)c1nn(-c2ccccc2F)nc1CO | 34%[activator]
CC(C)NC(=O)N1CCN(C(=O)NC(C)C)[C@@H](C(=O)N[C@@H](CC2CCCCC2)C(N)=O)C1 | -3%
O=C(OCc1ccccc1)N1CCC2(CC1)C(=NC1CCCC1)NC(=O)N2c1cc(F)cc(F)c1 | i
O=C(Cn1c2c(c(=O)n1Cc1ccccc1)CCN(Cc1ccccc1)C2)NCc1cnccn1 | 12%
CCOc1ccc(CC(=O)N2CCCN(S(C)(=O)=O)c3ccccc32)cc1OCC | i
NC(=O)CO[C@@H]1CO[C@H]2[C@@H]1OC[C@@H]2NC(=O)NCc1ccccc1 | 4%[44.1 µM]
COCCC1(N(C)C)CCN(C(=O)c2ccnn2C)CC1 | 5%
COC(=O)c1ccc(NC(=O)CSc2nc3ccc(OC)cc3[nH]2)cc1 | -12%
COc1ccccc1CNc1ccc(-c2nc(-c3ccccn3)no2)cc1[N+](=O)[O-] | -25%
Cc1ccc2c(c1)N1C(=O)OC[C@@H]1CCN(Cc1ccccn1)C2 | 14%[44.1 µM]
Cc1ccc(C)c(Nc2ncnc3onc(C)c23)c1 | -5%
Cc1noc(C)c1-c1cc2c(cc(C)n2CCN(C)C)c(-c2ccsc2)n1 | -15%[44.1 µM]
C[C@]1(O)CCN(C(=O)c2cnc(C3CC3)nc2)C[C@@H]1O | -13%
Continued.
SMILES | Pf Dd2 growth
Cc1ccc(S(=O)(=O)NC[C@H]2O[C@@H](CO)[C@@H](O)[C@H]2N2CCN(c3ccccn3)CC2)cc1 | -23%
COc1ccc(C2NC(=O)NC(C)=C2C(=O)Nc2ccccc2)cc1OC (stereo not drawn) | -23%
O=C(N[C@H]1CO[C@H]2[C@@H]1OC[C@@H]2Nc1nccc(C2CCCC2)n1)c1ccccc1 | -12%[44.1 µM]
CN(C)c1cccc(C(=O)N[C@@H]2COCC[C@H]2Oc2ccc(CO)cc2)c1 | -5%
C=CCn1nc(C)c(CN2CCC(Oc3ccccc3OC)(C(=O)O)CC2)c1C | 4%
COCCNC(=O)CC[C@]12CC[C@](C)(O)C[C@H]1C(C)(C)C[C@@H]2NC1CCN(C(C)=O)CC1 | 11%
c1cc2nc(C3CCNC3)[nH]c2cn1 (stereo not drawn) | i
O=C(c1ccc2c(c1)OCO2)N1CCCN(c2cc(-c3ccc(F)cc3)[nH]n2)CC1 | -1%
COc1ccc(NC(=O)CN2C(=O)NC(c3ccc(Cl)cc3)C3=C2COC3=O)c(OC)c1 (stereo not drawn) | i
COc1ccc(Cn2c(C3CCN(C(=O)c4cc(Cl)ccc4F)CC3)n[nH]c2=O)cc1 | ?
CN(Cc1cccnc1)Cc1nc(C2(O)CCN(C3CCCC3)CC2)cs1 | i
COC(=O)c1ccccc1NS(=O)(=O)c1ccc2c(c1)CCCN2C(C)=O | -6%
CCCc1cc(CN(C)C(=O)CC2C(=O)NCCN2CCCc2ccccc2)[nH]n1 (stereo not drawn) | -18%
NCC1CCCN(Cc2ccc(-c3nc(-c4ccncc4)cc(=O)[nH]3)cc2)C1 (stereo not drawn) | ?
CN1CCC2(CCC1=O)CN(S(=O)(=O)c1cn(C)cn1)CCN2C (stereo not drawn) | 10%
COc1ccc(CN2CC(N(C)c3ccccc3C)C2)cc1 | ?
COc1ccc(CN2CCCC(c3cc(=O)[nH]c(C)n3)C2)c(OC)c1C (stereo not drawn) | ?
COc1cc(CNC(=O)C2Cn3cccc3C(=O)N2Cc2cccnc2)cc(OC)c1 (stereo not drawn) | ?
Cc1ccc(NC(=O)NCc2c(-n3cccc3)sc3c2CCCC3)c(Cl)c1 | ?
COc1ccc(C2C(C(=O)Nc3ccccc3)=C(C)Nc3nc(-c4ccccc4)nn32)c(OC)c1 (stereo not drawn) | i
COc1ccc(NC(=O)N2CCCC(c3noc(COc4ccccc4F)n3)C2)c(C)c1 (stereo not drawn) | ?
O=C(CC1CCCC1)N1CCC(c2noc(-c3ccncc3)n2)C1 (stereo not drawn) | i[5.79 µM]
CN(C)c1ccc(-c2nnc([C@H]3CCN(C(=O)c4ccccn4)C3)o2)cc1 | ?
CCc1ccc(-c2nc(SCC(=O)NCC3CCCO3)c(-c3ccc(C)cc3)[nH]2)cc1 (stereo not drawn) | ?
